Screens deposited in PubChem by The Scripps Research Institute Molecular Screening Center.
CHO-K1 Ca ag: M1 agonist counterscreen hit in parental CHO-K1 cells; Fluo-8 calcium fluorescence; scaled to maximal ATP response, vehicle zero; activation, % at 3 µM; 360,000 tested, 0.48% active; in the data active means activation above about 15%;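 further: untransfected CHO-K1 host cells lacking M1 receptor as counterscreen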
CHO parental Ca: counter-screen: ATP calcium response change in parental CHO cells. parental CHO-K1, ATP-induced calcium, Fluo-8 fluorescence. inhibition, % at 5.6 µM. 330,000 tested, 0.63% active;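 active means inhibition above that plate's mean sample inhibition plus 3 SD, cut at about 26% in these data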;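 further: 0% = ATP-challenged DMSO wells and 100% = DMSO wells without ATP; some compounds past the cut are filed as inactive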
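Assay system – parental CHO cells · Reagent – ATP stimulus · Detection – intracellular calcium via Fluo-8 no-wash fluorescent dye · Evaluation – percent inhibition of ATP-evoked calcium rise, normalized to controls · Controls – ATP wells versus no-ATP DMSO wells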
M1 ag: activates human CHRM1 receptor | CHO-K1 hM1, Fluo-8 calcium fluorescence, agonist mode; 0% DMSO, 100% acetylcholine EC100 | activation, % at 3 µM | P11229 | 360,000 tested, 0.33% active;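 active means activation above the run's mean compound activation plus 3 SD, cut at about 16% in these data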;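 further: peak over basal fluorescence ratio within a 140 s kinetic read after compound addition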
Target sequence (P11229 whole entry, looked up): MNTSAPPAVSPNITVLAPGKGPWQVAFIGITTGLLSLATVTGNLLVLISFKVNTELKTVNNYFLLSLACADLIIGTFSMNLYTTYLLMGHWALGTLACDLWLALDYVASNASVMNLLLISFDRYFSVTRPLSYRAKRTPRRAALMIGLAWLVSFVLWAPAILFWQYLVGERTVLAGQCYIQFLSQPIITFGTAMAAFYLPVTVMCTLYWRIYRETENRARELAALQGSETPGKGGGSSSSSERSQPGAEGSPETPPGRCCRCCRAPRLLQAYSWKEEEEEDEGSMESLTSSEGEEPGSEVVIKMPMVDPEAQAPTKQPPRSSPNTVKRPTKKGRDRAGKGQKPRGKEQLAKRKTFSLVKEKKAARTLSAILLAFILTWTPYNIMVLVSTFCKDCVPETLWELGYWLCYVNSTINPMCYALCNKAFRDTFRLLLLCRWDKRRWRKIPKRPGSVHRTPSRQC
TAAR1 agonist: human TAAR1 agonism | Q96RJ0 | CHO RD-HGA16 TAAR1, Fluo-8 calcium fluorescence; vehicle wells 0%, saturating PEA agonist 100% | activation, % at 3 µM | 360,000 tested, 0.99% active | AID 624467;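 active means activation above the mean activation of all test compounds in the run plus 3 SD, cut at about 38% in these data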
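Test system: RD-HGA16 (CHO) cells co-expressing Gα16 and hTAAR1; dosing: one-point dosing at 3 µM (nominal); timing: 17-24 h seeding, 75 min 37 °C dye, 30 min RT; signal: kinetic Fluo-8 calcium fluorescence; read-out basis: % activation relative to PEA EC100 response; controls: DMSO and PEA EC100; replicates: n 1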
TAAR1 antagonist: antagonists of human TAAR1. Q96RJ0. CHO RD-HGA16 TAAR1, Fluo-8 calcium fluorescence, antagonist. inhibition, % at 3 µM. 360,000 tested, 1.5% active;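 active means inhibition above a per-plate cutoff, the mean inhibition of test compounds on that plate plus 3 SD, cut at about 49% in these data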;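 further: 0% = DMSO plus EC80 beta-PEA response and 100% = DMSO alone without agonist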
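System: CHO RD-HGA16 cells bearing hTAAR1. Reagent: EC80 β-phenethylamine stimulus. Schedule: seeding 17-24 h prior, 75-min 37 °C, 30-min RT dye loading. Signal: Fluo-8 intracellular calcium dye fluorescence, real-time kinetic reads. Read-out: % inhibition from peak post-agonist over basal fluorescence ratio. Benchmarks: vehicle wells and EC80 agonist wells. Replicates: n of 1.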
M1 PAM parental: M1 PAM counterscreen hit in parental CHO-K1 cells; ATP EC20, Fluo-8 calcium fluorescence; 0% at ATP EC20, 100% at ATP max; activation, % at 3 µM; 360,000 tested, 0.02% active; AID 602247;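 active means activation above the run cutoff, the mean activation of all test compounds plus 3 SD, cut at about 40% in these data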;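 further: peak over basal fluorescence ratio in a 140 s read after ATP addition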
CHRM1 antagonist: human CHRM1 antagonism; CHO-K1 hM1, Fluo-8 calcium fluorescence, ACh EC80 antagonist; inhibition, % at 3 µM; P11229; 360,000 tested, 1.3% active;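 active means percent inhibition above its own plate's cutoff, namely the mean of that plate's compound wells plus 3 SD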;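 further: peak over basal fluorescence ratio during 140 s after agonist addition; 0% = ACh EC80 plus DMSO and 100% = DMSO alone without agonist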
OXTR potentiator: human OXTR potentiation. P30559. CHO-OTR cells, Fluo-8 calcium fluorescence, potentiator mode; 0% = oxytocin EC15, 100% = EC100. activation, % at 3 µM. 320,000 tested, 0.061% active. AID 2445;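 active means activation above that plate's cutoff, the mean activation of tested compounds plus 3 SD, cut at about 6.6% in these data, passing the limit was not always enough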;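 further: 100% uses oxytocin at 75 nM as the full agonist control; some results filed as inactive read as strong as hits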
Target sequence (P30559 whole entry, looked up): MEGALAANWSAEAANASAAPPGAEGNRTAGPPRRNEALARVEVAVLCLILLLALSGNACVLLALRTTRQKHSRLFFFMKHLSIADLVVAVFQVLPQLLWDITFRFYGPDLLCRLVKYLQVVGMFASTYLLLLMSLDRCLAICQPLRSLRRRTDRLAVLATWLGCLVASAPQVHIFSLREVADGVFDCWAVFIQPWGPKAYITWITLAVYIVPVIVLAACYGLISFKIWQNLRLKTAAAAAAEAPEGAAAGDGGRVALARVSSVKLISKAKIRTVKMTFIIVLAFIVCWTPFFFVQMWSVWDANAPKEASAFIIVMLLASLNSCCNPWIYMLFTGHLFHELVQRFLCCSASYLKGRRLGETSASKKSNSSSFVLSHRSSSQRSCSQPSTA
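assay system = CHO-OTR cells, human receptor | schedule = compound 6 min at room temperature before oxytocin, 100 s read | detection = Fluo-8 intracellular calcium fluorescence, ex 470-495, em 515-575 nm | evaluation = normalized max/min fluorescence ratio, % activation | control set = EC15 oxytocin alone as 0%, 75 nM oxytocin (EC100) as 100%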
CHO-K1 Ca antag: M1 antagonist counterscreen hit in parental CHO-K1 cells | ATP-induced calcium, Fluo-8 fluorescence | inhibition, % at 3 µM | 360,000 tested, 0.6% active;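 active means inhibition above a per-plate cutoff, the plate's mean sample inhibition plus 3 SD, cut at about 24% in these data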;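 further: 0% = DMSO plus EC80 ATP and 100% = DMSO alone without ATP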
Numbers without * were called inactive; · = not tested or not shown.

SMILES	CHO-K1 Ca ag	CHO parental Ca	M1 ag	TAAR1 agonist	TAAR1 antagonist	M1 PAM parental	CHRM1 antagonist	OXTR potentiator	CHO-K1 Ca antag
COc1cc(/C=C/CNC[C@H]2O[C@@H](n3cnc(C(N)=O)n3)[C@H](O)[C@@H]2O)ccc1O	0.3	·	0	4	-14	4	-9	·	4
CCCN1CNc2c(c(=O)[nH]c(=S)n2-c2ccc(Cl)cc2)C1	0.4	-12	-4	0	-5	-16	6	-3	4
COC(=O)NN1C(=O)C(c2ccccc2)=C(c2ccc(Cl)cc2)C1=O	0.1	-23	-7	4	5	17	-15	-6	-8
CN(C)S(=O)(=O)c1cccc(C(=O)NCCc2ccccc2)c1	0.5	-13	-5	14	-2	-7	-1	-8	11
C=CCNC(=O)c1c2c(nc3ccccc13)-c1ccccc1CC2	3.5	-5	2	14	37	-1	12	1	-4
COC(=O)c1ccc(CN2C(=O)NC3(CCCCC3)C2=O)cc1	2.3	-5	-1	0	-20	18	-3	-9	-15
CCCNC(=O)/C=C/c1ccc(S(=O)(=O)Nc2ccccc2OC)cc1	3.5	-1	-2	4	6	15	-3	-3	-10
Cc1cc2nc(-c3ccco3)cc(C(F)(F)F)n2n1	-0.1	4	-4	1	-11	9	1	0	-6
Cn1c(-c2ccccc2)cnc1SCc1nc2ccccc2c(=O)[nH]1	1.7	-12	-7	8	-1	16	-5	-5	5
Cc1cc([N+](=O)[O-])ccc1NC(=O)C[n+]1ccc(N(C)C)cc1	0.0	9	-13	1	-14	13	8	-5	0
CC(=O)c1ccc(S(=O)(=O)N2CCN(CC(=O)Nc3ccnn3C3CCCC3)CC2)cc1	0.3	·	-5	-4	8	4	-9	·	-13
CCCCNC(=O)c1nc(C2CCN(S(=O)(=O)c3cccc(C(F)(F)F)c3)CC2)oc1-c1ccccc1	-0.5	·	-1	0	0	4	-20	·	-4
CCOC(=O)C1C(=O)CC(C)(O)C(C(=O)OCC)C1c1ccc([N+](=O)[O-])cc1 (stereo not given)	0.4	-21	-2	0	-12	12	-7	-2	-15
COc1cc(C(=O)O)ccc1OCC(=O)N1CCOCC1	-0.3	-15	-1	8	3	-9	12	-8	17
CC(C)C1C(=O)NC(=S)N1S(=O)(=O)c1ccc(C(C)(C)C)cc1 (stereo not given)	1.8	-16	3	34	9	8	-43	-17	-6
C#CCOCCOCCOCCNc1nc(N2CCN(C(=O)[C@H]([C@@H](C)CC)n3cc(CCCCN)nn3)CC2)nc(N2CCN(C(=O)[C@H](CCCCN)n3cc(CC(C)O)nn3)CC2)n1 (stereo not given in full)	0.0	-2	-8	8	6	-12	-2	-2	-6
Cc1occc1C(=O)Nc1sc2c(c1C(N)=O)CCC(C(C)(C)C)C2 (stereo not given)	-0.2	-20	1	-1	-9	13	-10	-1	2
CSc1nc(N)c(C(=O)NC2CCCCC2)s1	1.5	-16	-3	0	-18	7	-9	4	-3
CC1(C)Cc2c(cnn2-c2cccc(F)c2)C(NC(=O)CSc2ccccn2)C1 (stereo not given)	2.8	-25	-3	2	-15	17	-13	0	-17
Cc1nn(CC(=O)NNC(=O)c2ccccc2F)c([N+](=O)[O-])c1Br	-0.3	-4	-6	-1	3	7	-13	2	-4
CS(=O)(=O)N1CCC2(CC1)OCCN2S(=O)(=O)c1ccccc1	5.0	6	-1	2	-26	5	-7	-9	-2
CCOC(=O)c1ccc(NC(=O)N2CCN(c3cccc(OC)c3)CC2)cc1	13	-7	-1	13	29	2	44*	-15	-3
Cc1ccc(S(=O)(=O)N(C)C)cc1NC(=S)N1CCCCC1CO (stereo not given)	-0.2	-12	-7	1	14	13	6	0	8
COc1ccc(CN2CCCC(C(=O)N3CCCC3)C2)cc1 (stereo not given)	0.3	-2	-7	1	2	5	-2	3	-7
CSc1nc2ccccc2c(=O)n1N	0.3	0	-9	3	4	10	8	6	-6
COCCN(C(=O)c1oc2ccccc2c1COC)c1c(N)n(CC(C)C)c(=O)[nH]c1=O	-0.1	-18	-2	3	-25	7	-4	-4	-11
CCn1c(CNc2ccc(F)cc2)nnc1SCC(=O)Nc1ccc(OC)cc1	-0.1	-10	-5	7	-6	18	3	0	-4
CCC(C(=O)n1cccc1C#N)c1ccccc1C (stereo not given)	2.8	-8	-7	18	-3	13	-2	0	2
CCCCc1nc2cc(C(=O)N3CCCC3)ccc2o1	-0.6	-5	-3	-3	4	3	2	-6	-13
Cc1nc2sccn2c(=O)c1S(=O)(=O)NCc1ccccc1	-0.6	1	-4	0	-5	-3	-12	1	25*
Cc1ccc2nc(-c3cccc(Br)c3)cc(C(=O)NCC3CCCO3)c2c1 (stereo not given)	0.8	-24	1	2	25	14	-12	-8	-13
CCOC(=O)CCCNC(=O)CCNC(=O)c1ccc(OCC)cc1	0.1	-2	2	9	13	-4	-11	-2	4
COc1cc(/C=N/NC(=O)CCn2c3ccccc3c3ccccc32)cc(OC)c1OC	1.0	-6	-7	5	10	18	0	-14	-4
O=C(N/N=C/c1ccncc1)c1ccc(NC(=O)c2cccc(Cl)c2)cc1	2.7	-17	-9	4	16	20	0	0	-5
Cc1cc(C)c(S(C)(=O)=O)c(S(=O)c2ccc(Cl)cc2)n1 (stereo not given)	-0.1	-3	-2	-2	4	3	-4	-1	-2
COc1ccc(OC)c(S(=O)(=O)N2CCN(Cc3ccccc3)CC2)c1	0.7	-6	-3	7	-8	9	-11	-2	-3
COc1ccc(-c2[nH]ncc2[C@@H]2C[C@H]3CN(Cc4ccccc4C)C(=O)[C@]34CCCN24)cc1	5.9	-18	1	35	-4	11	12	-11	7
O=C(c1cc2cc([N+](=O)[O-])ccc2oc1=O)N1CCOCC1	0.5	-12	-8	-1	7	17	-14	-12	1
O=C(N/N=C/c1c[nH]c2ccc(Br)cc12)C1CC1	1.2	3	1	4	-9	-2	-9	-2	-1
O=S(=O)(N/N=C/c1ccc(N2CCOCC2)cc1)c1ccccc1	0.9	5	-7	3	3	3	1	-11	-4
c1ccc(-n2ncc3c(N4CCCC4)ncnc32)cc1	0.8	-6	-3	15	-13	-2	-6	0	8
CC(Sc1ccccc1)C(=O)Nc1ccccc1C(=O)N1CCOCC1 (stereo not given)	1.2	-6	-2	7	-5	5	7	-12	-6
CCCN1CCN(CCCNC(=O)c2ccc3c(c2)NC(=O)c2ccccc2S3)CC1	0.1	-4	-5	5	-6	6	42*	4	-6
CCO/C=C/C(O)(CNC(=O)c1ccc(C(C)(C)C)cc1)C(F)(F)F (stereo not given)	5.1	-2	-7	8	13	11	-3	-6	5
Cc1cc(OC(C)C(=O)NCc2cccnc2)c2c(C)cc(=O)oc2c1 (stereo not given)	1.3	-12	-3	0	-3	22	-13	-6	-24
Cc1ccc(S(=O)(=O)NC(=O)C2(C)CCN2C(=O)c2c(C)noc2C)cc1 (stereo not given)	0.4	·	-2	2	-11	9	-11	·	-2
O=C(C1CCCN(S(=O)(=O)c2ccccc2)C1)N1CCN(c2ccccc2)CC1 (stereo not given)	0.7	-26	-2	2	10	-24	-2	-11	8
NC(N)=N/N=C/c1ccc(OCc2ccc(Cl)cc2Cl)cc1	1.6	65*	-5	84*	73*	16	-12	-9	-12
CCc1nc(N)c(C#N)c(-c2cccn2C)c1C	0.8	-10	-4	0	-9	22	0	-7	-8
COc1ccc(NC(=O)c2onc(C)c2Cl)cc1	2.0	-8	-2	1	4	24	3	-2	-13
C[C@]12c3[nH]c4cc(-c5ccco5)ccc4c3CCN1C(=O)[C@@H](CC(=O)NCCN1CCOCC1)C[C@@H]2C(=O)N1CCCCC1	0.2	-25	-6	0	-8	19	-16	·	-9
CN(c1ccc(OCC(=O)O)cc1)S(=O)(=O)c1ccc2ccccc2c1	3.3	-3	-6	0	-13	3	7	-8	-3
COC(=O)c1ccn(C(=O)c2ccc(Cl)cc2)n1	0.6	-9	-1	2	17	17	-8	1	-13
CC(CNS(=O)(=O)c1ccccc1)Sc1ncccn1 (stereo not given)	0.2	-17	-3	1	-12	-14	5	-4	6
O=C(O)c1ccc(Br)cn1	1.6	0	-2	3	-4	29	-9	-16	-2
CCOC(=O)c1c(NC(=O)CSc2n[nH]c(-c3ccco3)n2)sc(C)c1C	0.0	-13	-3	4	-40	-7	4	-8	24*
COC(=O)c1ccc(C2C3=C(Nc4nnnn42)c2ccccc2OC3)cc1 (stereo not given)	-0.3	-10	-1	10	-2	-5	-6	-7	3
C=CCn1c(O)c(N=NC(=O)C(O)c2ccccc2)c2ccccc21 (stereo not given)	0.0	-2	-2	6	-24	-1	-15	-8	-4
O=C(CCC1CCCN(C(=O)C2=CCCCC2)C1)N1CCN(c2ccccn2)CC1 (stereo not given)	0.1	-19	-7	1	-5	2	-1	7	-2
O=C(CSc1nnc(-c2cccnc2)n1Cc1ccco1)c1ccc(Cl)cc1	0.1	-24	-4	8	-6	-2	8	-1	2

Three entries out of the list, arranged by length of the SMILES, falling.
SMILES	CHO-K1 Ca ag	CHO parental Ca	M1 ag	TAAR1 agonist	TAAR1 antagonist	M1 PAM parental	CHRM1 antagonist	OXTR potentiator	CHO-K1 Ca antag
COC(=O)c1ccc(C2C3=C(Nc4nnnn42)c2ccccc2OC3)cc1 (stereo not given)	-0.3	-10	-1	10	-2	-5	-6	-7	3
CC(Sc1ccccc1)C(=O)Nc1ccccc1C(=O)N1CCOCC1 (stereo not given)	1.2	-6	-2	7	-5	5	7	-12	-6
COC(=O)c1ccn(C(=O)c2ccc(Cl)cc2)n1	0.6	-9	-1	2	17	17	-8	1	-13

Additional entries:
SMILES	CHO-K1 Ca ag	CHO parental Ca	M1 ag	TAAR1 agonist	TAAR1 antagonist	M1 PAM parental	CHRM1 antagonist	OXTR potentiator	CHO-K1 Ca antag
COc1ccc(N/N=C(\C#N)C(=N)SCc2ccccc2)cc1	18*	·	4	21	-11	8	-2	·	-14
CC(=O)NC1(c2ccc(F)cc2)CCN(C(=O)c2c(F)cccc2F)CC1	0.4	-6	-5	7	-19	16	-5	0	-4
COc1cc(/C=N/NC(=O)c2ccc3ccccc3c2)ccc1Oc1ccc([N+](=O)[O-])cn1	3.3	-12	-7	8	4	17	-4	0	6
CC(C)COc1ccc(C(=O)OCCN2CCCCC2)cc1	2.6	-19	-9	2	-9	-8	1	0	-5
CC(C)n1nnnc1-c1cc(Cl)cc(Cl)c1	-0.3	-9	-2	1	-13	5	-11	0	-15
